# Dicer processing: blocks human Dicer maturation of pre-miR-21. cat-ELCCA pre-miR-21 Dicer processing, chemiluminescence; stronger effect = higher value. hit rate 6% among 47,000. Q9UPY3. AID 1347074. z-score at 25 µM; in the data active means z-score above about 3, passing the limit was not always enough;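 further: plate controls were vehicle for no effect and no enzyme for full effect; higher signal means more uncleaved substrate so more Dicer inhibition; strong numbers were not always called active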
# Target sequence (Q9UPY3 whole entry, looked up): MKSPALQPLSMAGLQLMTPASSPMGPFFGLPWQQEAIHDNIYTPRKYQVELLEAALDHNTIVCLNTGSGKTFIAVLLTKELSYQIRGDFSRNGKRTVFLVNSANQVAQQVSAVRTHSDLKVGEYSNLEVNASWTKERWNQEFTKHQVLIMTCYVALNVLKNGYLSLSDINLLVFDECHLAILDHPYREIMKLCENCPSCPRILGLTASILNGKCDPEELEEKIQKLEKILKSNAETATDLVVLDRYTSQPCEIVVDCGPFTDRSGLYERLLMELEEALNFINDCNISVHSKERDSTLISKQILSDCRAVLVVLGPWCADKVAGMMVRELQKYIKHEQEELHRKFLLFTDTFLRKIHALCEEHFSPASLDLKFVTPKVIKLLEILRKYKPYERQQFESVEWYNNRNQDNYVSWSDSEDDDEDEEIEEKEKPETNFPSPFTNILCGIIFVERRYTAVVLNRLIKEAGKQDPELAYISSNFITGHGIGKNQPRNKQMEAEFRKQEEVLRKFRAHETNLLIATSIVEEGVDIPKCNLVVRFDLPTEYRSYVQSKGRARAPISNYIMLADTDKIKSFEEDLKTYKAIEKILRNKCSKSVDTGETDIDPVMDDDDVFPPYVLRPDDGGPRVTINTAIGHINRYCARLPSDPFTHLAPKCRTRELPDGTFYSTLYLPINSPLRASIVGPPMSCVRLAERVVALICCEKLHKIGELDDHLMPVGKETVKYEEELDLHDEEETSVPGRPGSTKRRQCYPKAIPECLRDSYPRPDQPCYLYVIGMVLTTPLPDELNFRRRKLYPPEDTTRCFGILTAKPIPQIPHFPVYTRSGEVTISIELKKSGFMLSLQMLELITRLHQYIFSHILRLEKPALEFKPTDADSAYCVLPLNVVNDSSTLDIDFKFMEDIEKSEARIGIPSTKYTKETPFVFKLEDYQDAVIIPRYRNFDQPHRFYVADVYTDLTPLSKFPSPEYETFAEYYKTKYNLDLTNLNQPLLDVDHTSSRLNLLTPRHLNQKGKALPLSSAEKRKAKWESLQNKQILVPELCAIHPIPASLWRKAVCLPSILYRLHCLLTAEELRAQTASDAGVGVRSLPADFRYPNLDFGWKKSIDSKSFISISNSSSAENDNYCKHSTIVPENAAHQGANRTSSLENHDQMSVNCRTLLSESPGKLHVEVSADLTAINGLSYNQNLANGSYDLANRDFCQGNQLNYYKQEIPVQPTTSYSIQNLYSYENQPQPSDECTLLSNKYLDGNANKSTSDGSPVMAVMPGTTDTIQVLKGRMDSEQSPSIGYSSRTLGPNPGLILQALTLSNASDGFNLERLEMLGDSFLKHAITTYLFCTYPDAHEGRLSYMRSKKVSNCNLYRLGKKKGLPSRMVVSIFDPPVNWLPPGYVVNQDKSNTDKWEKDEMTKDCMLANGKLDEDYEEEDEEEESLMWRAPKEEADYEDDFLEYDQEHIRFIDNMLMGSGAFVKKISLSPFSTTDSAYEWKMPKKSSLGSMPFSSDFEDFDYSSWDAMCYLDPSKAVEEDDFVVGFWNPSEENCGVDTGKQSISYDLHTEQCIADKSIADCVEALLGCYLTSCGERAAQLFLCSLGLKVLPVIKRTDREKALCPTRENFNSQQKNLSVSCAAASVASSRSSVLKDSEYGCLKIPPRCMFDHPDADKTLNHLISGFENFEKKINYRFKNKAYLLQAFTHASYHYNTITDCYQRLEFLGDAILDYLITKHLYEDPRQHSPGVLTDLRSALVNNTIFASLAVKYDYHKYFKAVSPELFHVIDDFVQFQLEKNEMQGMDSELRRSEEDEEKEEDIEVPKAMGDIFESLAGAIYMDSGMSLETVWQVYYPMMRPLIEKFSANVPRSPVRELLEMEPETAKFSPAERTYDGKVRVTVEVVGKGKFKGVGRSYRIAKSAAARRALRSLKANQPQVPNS
# * hit, by the source's call; & = joins results of further samples. The list is partial, so the mix of outcomes need not match the whole.
# The first five compounds (preview)
SMILES,Dicer processing
COc1ccc(C2NC(=O)C(=O)/C2=C(\O)c2ccc(Br)cc2)cc1 (configuration not stated),1.5
O=C(OCCCN=C1NS(=O)(=O)c2ccccc21)c1ccccc1,15
Cc1ccc(NC2CCS(=O)(=O)C2)cc1 (configuration not stated),-0.89
N#CCS(=O)(=O)Cc1c(F)cccc1Cl,-0.11
Cc1ccc(-n2nnnc2-c2cnc3ccccc3c2N)cc1,1.3

# The listing, from the start:
SMILES,Dicer processing
COc1ccc(C2NC(=O)C(=O)/C2=C(\O)c2ccc(Br)cc2)cc1 (configuration not stated),1.5
O=C(OCCCN=C1NS(=O)(=O)c2ccccc21)c1ccccc1,15
Cc1ccc(NC2CCS(=O)(=O)C2)cc1 (configuration not stated),-0.89
N#CCS(=O)(=O)Cc1c(F)cccc1Cl,-0.11
Cc1ccc(-n2nnnc2-c2cnc3ccccc3c2N)cc1,1.3
CCOC(=O)Nc1ccc(S(=O)(=O)N2CCOCC2)cc1,-0.04
NC(=O)c1c(NC(=O)Cn2nc(C(F)(F)F)c3c2CCCC3)sc2c1CCCC2,-1.1
O=[N+]([O-])c1ccc(Oc2cncc(Cl)c2)c(-c2nnc(-c3cccc(Cl)c3)o2)c1,-0.02
Clc1cccc(Cl)c1Cn1nnc(N2CCCC2)n1,-1.2
Cc1cc(C)c(C#N)c(SCC(=O)c2ccc3c(c2)OCO3)n1,0.97
O=C(NC(c1ccccc1O)C(NC(=O)c1ccccc1)c1ccccc1O)c1ccccc1 (configuration not stated),0.42
CCCOc1cccc(C2c3c(oc4ccccc4c3=O)C(=O)N2Cc2ccc3c(c2)OCO3)c1 (configuration not stated),0.91
CCOC(=O)CNC(=O)CSc1nnnn1-c1ccc(O)cc1,0.7
O=C(N/N=C/c1c2ccccc2cc2ccccc12)c1ccc(Br)cc1,-0.09
Cc1cc(C)cc(N2C(=O)C3NN=C(C(=O)OCc4ccccc4)C3C2=O)c1 (configuration not stated),-0.33
CN(Cc1ccccc1)c1nc2c(c(=O)n(C)c(=O)n2C)n1Cc1ccccc1Cl,2.9
O=c1c2ccccc2cnn1Cc1nc2c3c(ncn2n1)CCC3,-0.76
O=C(CC(Sc1ccc(C(F)(F)F)cn1)C(=O)O)c1ccc(Br)cc1 (configuration not stated),1.3
COc1ccc([N+](=O)[O-])c(OC)c1C(N)=O,-2.1
CN1C(=O)C(O)(CC(=O)c2ccc(C3CCCCC3)cc2)c2ccccc21 (configuration not stated),0.77
CC(=O)Nc1ccc(C(C)(C)C)cc1N,1.1
Nc1ccc(Oc2ccccc2F)nc1,-2.3
O=C(OCCSc1sccc1[N+](=O)[O-])c1ccc(Cl)cc1,-0.74
CN(Cc1ccc(-n2cccn2)cc1)C(=O)c1cnn2c(C(F)(F)F)cc(-c3ccco3)nc12,1.1
Cc1cc(C(C)(C)C)n2nc(C)c(-c3ccccc3)c2n1,2.1

# More entries.
SMILES,Dicer processing
COc1ccc(C(=O)CSc2nnc(-c3ccco3)c(-c3ccco3)n2)cc1,-0.34
CCOC(=O)c1nnc(/C=C(\O)c2cccs2)c(=O)[nH]1,0.2
Cc1ccc(NC(=S)NNC(=O)CCc2ccc(O)cc2)c(Cl)c1,0.63
O=C(NC1CCCCC1)C1c2ccccc2C(=O)N1Cc1ccco1 (configuration not stated),-0.55
O=C(O)c1ccccc1C1Nc2ccccc2C(=O)N1CCCN1CCOCC1 (configuration not stated),-0.01
Cc1ccc(/C=c2\sc3nc4ccccc4n3c2=O)cc1,-0.54
O=C1CC(c2cccs2)c2ccc3ccccc3c2N1 (configuration not stated),-0.35
CCc1nnc(NC(=O)c2ccccc2O)s1,4.2*
CCCOC(=O)C1=C(C)NC2=C(C(=O)CCC2)C1c1cccc(Br)c1 (configuration not stated),-0.63
CCCCCOC(=O)c1c(C)oc2ccc(NS(=O)(=O)c3cccs3)cc12,-1.7
Cc1nn(C)c(C)c1CNC(=O)Nc1csc2ccccc12,-1.1
COc1ccc(COC(=O)C2=C(C)NC3=C(C(=O)CCC3)C2c2cc(OC)ccc2OC)cc1 (configuration not stated),0.31
O=C(O)c1ccccc1SC/C(=N\O)c1ccc([N+](=O)[O-])cc1,-0.06
CC1=C(C(=O)OCc2ccccc2)C(c2ccc(C)o2)C2=C(CC(C)(C)CC2=O)N1 (configuration not stated),0.64
N#Cc1ccc(-c2cn3cccnc3n2)cc1,-3
Cn1nc(C(F)(F)F)c2cc(-c3nc(-c4cc(C(F)(F)F)cc(C(F)(F)F)c4)no3)sc21,-0.45
COc1ccc(-c2nnsc2NC(=O)c2ccccc2CO)cc1,-0.04
Cc1cccc(C(=O)N(C)C2CCCCC2)c1C,-1.1
CCOC(=O)c1c(C)oc2cc(Br)c(OCC)cc12,1
CCOC(=O)C1=C(C)Nc2nc3ccccc3n2C1c1ccccc1C (configuration not stated),0.04
CC(C)(C)c1cc2nc(C(F)(F)F)cc(Oc3ccc(Cl)cc3)n2n1,-0.68
Cc1ccc(S(=O)(=O)NC(=O)N2CCCN(c3nc(-c4ccccc4)ns3)CC2)cc1,-1.1
O=C(Nc1ccc(Cl)cc1)OC(CSc1ccccn1)CSc1ccccn1,0.12
O=C1Nc2ccc(Br)cc2/C1=C/C(=O)c1ccc(-c2ccccc2)cc1,0.79
CC(C)[C@H](NC(=O)OCc1ccccc1)C(=O)N[C@H](C=O)Cc1ccccc1,0.44

# A second format for part of the listing above:
SMILES: N#CCS(=O)(=O)Cc1c(F)cccc1Cl
  Dicer processing: -0.11
SMILES: Cc1ccc(-n2nnnc2-c2cnc3ccccc3c2N)cc1
  Dicer processing: 1.3
SMILES: CCOC(=O)Nc1ccc(S(=O)(=O)N2CCOCC2)cc1
  Dicer processing: -0.04
SMILES: NC(=O)c1c(NC(=O)Cn2nc(C(F)(F)F)c3c2CCCC3)sc2c1CCCC2
  Dicer processing: -1.1

# Part of the list above, bar-delimited:
SMILES | Dicer processing
Cc1ccc(S(=O)(=O)NC(=O)N2CCCN(c3nc(-c4ccccc4)ns3)CC2)cc1 | -1.1
O=C(Nc1ccc(Cl)cc1)OC(CSc1ccccn1)CSc1ccccn1 | 0.12
O=C1Nc2ccc(Br)cc2/C1=C/C(=O)c1ccc(-c2ccccc2)cc1 | 0.79

# (more compounds)
SMILES,Dicer processing
N#Cc1ccsc1N1C(=O)c2ccccc2C1=O,0.31
Cn1c(SCC(=O)Nc2cccc3nsnc23)nnc1-c1ccncc1,-2.3
CCOc1ccc(S(=O)(=O)N2CCSC2c2cccc(Cl)c2)cc1 (configuration not stated),1.4
Cn1c(=O)c2c(nc(NCCO)n2Cc2cccc(Br)c2)n(C)c1=O,2.7
COc1ccc(-c2noc(Cc3ccccc3)n2)cc1,0.02
NC(N)=NC(N)=Nc1cccc(C(F)(F)F)c1,0.91
O=C(OCCN=C1NS(=O)(=O)c2ccccc21)c1ccco1,-1.1
FC(F)(F)Oc1ccc(C2c3ccsc3CCN2Cc2ccccc2)cc1 (configuration not stated),24
CCCCN1C(=O)C2(/C(=C(/O)c3ccc(F)cc3)C(=O)C(=O)N2CCCOC)c2ccccc21 (configuration not stated),2.3
CCOc1ccc2c(=O)c(Oc3ccc(OC)cc3)c(C(F)(F)F)oc2c1,-0.43
COC(=O)c1cc(OC)c(OC)cc1NC(C)=O,0.76
CCCCOc1ccc(CSc2ncn[nH]2)cc1,-0.04
O=C(Nc1cccc2cccnc12)c1cc2ccccc2o1,-1.1
CSC1=C(C#N)C(c2ccc(Cl)cc2)CC(=O)N1 (configuration not stated),-0.11
Cc1cc(=O)[nH]c2c1c(-c1ccccc1)nn2C,-0.68
Cc1ccc(S(=O)(=O)NCc2c(-c3ccccc3)noc2C)cc1,0.79
Cn1c2c(c(=O)[nH]c1=O)C(c1ccc(C(=O)O)cc1)C1=C(N2)c2ccccc2C1=O (configuration not stated),-1.2
Cc1cc(NC(=O)NN2CCOCC2)no1,-1.6
CCN1CCN(Cc2c(C)[nH]c3ccc(C)cc3c2=O)CC1,1.2
CN(n1cnc2ccsc2c1=O)S(C)(=O)=O,-0.09
Cc1nc(C(C)(C)O)n(-c2ccccc2)n1,2.7
Cc1ccc(SC2=NS(=O)(=O)c3ccccc32)c(C)c1,-2
CCOC(=O)N1CCc2c(sc3c2C(=O)NC(c2ccc(O)c(OC)c2)N3)C1 (configuration not stated),-5.6
COc1ccccc1Nc1nc(N)nc(CSc2nccc(C)n2)n1,1.5
CC(C)N1CC(COc2ccc(Br)cc2)OC1=O (configuration not stated),-1.3

# (list continues)
SMILES,Dicer processing
O=C(OCCN=C1NS(=O)(=O)c2ccccc21)c1cccnc1,2.5
O=C(CSc1nc2cccnc2s1)c1cccc([N+](=O)[O-])c1,-0.8
Nc1nc2ccc(OC(F)(F)F)cc2s1,-0.47&-0.27
Cc1cc(C(=O)Oc2ccccc2NC2=NS(=O)(=O)c3ccccc32)c2ccccc2n1,0.31
NCC1CCC(C(=O)O)CC1 (configuration not stated),-1.3
O=C(Nc1ccc(Cl)c(-c2nc3ccccc3s2)c1)c1cncc(Br)c1,1.2
O=C1CSC(c2cccnc2)N1c1c(F)cc(F)cc1F (configuration not stated),-0.5
COC(=O)c1c(C)nn(C(=O)c2ccc(C)cc2)c1-c1cc(C)on1,-1.5
COc1cc(C(F)(F)F)c(C(N)=O)cn1,-0.75
Cc1ccc(N2C(=O)C3NN=C(C(=O)OCc4ccccc4)C3C2=O)cc1 (configuration not stated),0.39
CCCCn1c2ccccc2c2nc3ccccc3nc21,1.7
O=C(COc1ccc(S(=O)(=O)Nc2ccccc2)cc1Cl)c1ccccc1,2.8
Clc1ccc(-c2ncnn2-c2ccccc2Cl)cc1,1.1
C(#Cc1csc(/C=N/Nc2ccccc2)c1)c1ccccc1,-0.47
Cn1cc(COC(=O)Nc2c(Cl)cccc2Cl)c(C(F)(F)F)n1,0.04
COc1cc(OC)cc(-c2nc3n(n2)C(c2ccccc2)C2=C(CC(C)(C)CC2=O)N3)c1 (configuration not stated),2
Clc1sc2ccccc2c1CSc1ccccc1,0.64
O=S(=O)(c1ccccc1)c1ccc(S(=O)(=O)N2CCCCC2)s1,-0.26
CCOC(=O)CN1C(=O)C(O)(CC(=O)c2cc(C)ccc2C)c2ccccc21 (configuration not stated),1.1
CC(=O)NC1(c2nnnn2CCOC(=O)Nc2ccc(Cl)cc2)CCCC1,-0.64
COC(=O)C1C2C=CC3(CN(c4ccc(OC)cc4)C(=O)C13)O2 (configuration not stated),-0.74
COc1ccc(NC(=O)C(C)C2SC(=O)NC2=O)cc1 (configuration not stated),0.13
CN(C)CCCN1c2ccccc2Sc2ccc(C(F)(F)F)cc21,0.28
COc1ccc(Br)cc1CN1CCN(C2CCN(Cc3ccccc3)CC2)CC1,0.03
COC(=O)c1ccccc1NC(=S)Sc1ccc(Cl)cc1,-1.5

# (further entries)
SMILES,Dicer processing
O=C(Nc1ccncc1[N+](=O)[O-])c1cccs1,3.5*
O=C1CCC(=O)N1CNc1ccccc1C(F)(F)F,-0.13
Cc1ccc(S(=O)(=O)NC(=O)N2CCCN(c3ncnc4scc(-c5ccccc5)c34)CC2)cc1,-0.34
O=c1oc(-c2ccccc2Cl)nc2c1cnn2-c1ccccc1,-5.8
CSc1nn(-c2ccccc2)cc1/C(N)=N/OC(=O)Nc1ccc(Cl)cc1,-4.9
COC(=O)/C=C1\SC(=Nc2ccc(C)c(Cl)c2)N(c2ccc(C)c(Cl)c2)C1=O,-1.6
O=C(c1ccncc1)N(c1ccc2oc(=O)sc2c1)S(=O)(=O)c1cccc2cccnc12,3.7*
CS/C(NC1CCCCC1)=C(/C#N)S(=O)(=O)c1ccc(Cl)cc1,-1.6
Cc1c(C(=O)O)c2cc(NS(=O)(=O)N(C)C)ccc2n1S(=O)(=O)N(C)C,-1.3
Cc1cc2c(cc1C)NC(c1ccc(O)cc1)C1=C(CC(C)(C)CC1=O)N2 (configuration not stated),0.46
S=c1[nH]c(-c2ccccc2)cn1-c1ccccc1,7.5
C=C1SC(=Nc2ccccc2Cl)N(C(=O)c2sc3ccccc3c2Cl)C1(C)C,-3.2
NS(=O)(=O)c1ccc(Sc2ccc(Cl)cc2)s1,46
COC(=O)C1=NN(c2ccccc2OC)C2C(=O)N(c3ccccc3OC)C(=O)C12 (configuration not stated),-0.64
C(=C\c1ccccc1)/CSc1nnc(C2CCNCC2)o1,1.7
CCCS(=O)(=O)Nc1ccc(N2CCN(c3ccc(C(F)(F)F)cn3)CC2)nc1,2.4
COc1ccc(-c2cnn3c(N)c(-c4ccc(Cl)cc4)cnc23)cc1OC,0.57
CCOC(=O)NC(Nc1ccccc1C(F)(F)F)(C(=O)OCC)C(F)(F)F (configuration not stated),-0.62
COc1cccc(CNCCSc2nnnn2C)c1OCc1ccc(F)cc1,-0.45
Cc1ccc(S(=O)(=O)NC2=NCN(CCc3ccccc3)CN2)cc1,-1.2
Cc1ccc(S(=O)(=O)N2c3ccccc3OC2c2ccc(Cl)c(Cl)c2)cc1 (configuration not stated),0.66
O=c1oc(-c2sc3ccccc3c2Cl)nc2ccccc12,1.4
CCOc1ccc(NC2=NC(c3cc(OC)ccc3OC)n3c(nc(C)cc3=O)N2)cc1 (configuration not stated),-0.6
O=S(=O)(Oc1cccc2[nH]ccc12)c1ccc(F)cc1F,-1.1
CSC1=NNC(c2nn(C)cc2Cl)S1 (configuration not stated),-0.28

# Individual results from the list:
# CC(C)[C@H](NC(=O)OCc1ccccc1)C(=O)N[C@H](C=O)Cc1ccccc1 – Dicer processing = 0.44
# Cc1ccc(NC(=S)NNC(=O)CCc2ccc(O)cc2)c(Cl)c1 – Dicer processing = 0.63
# O=C(NC1CCCCC1)C1c2ccccc2C(=O)N1Cc1ccco1 (configuration not stated) – Dicer processing = -0.55
# CC1=C(C(=O)OCc2ccccc2)C(c2ccc(C)o2)C2=C(CC(C)(C)CC2=O)N1 (configuration not stated) – Dicer processing = 0.64
# CN(Cc1ccccc1)c1nc2c(c(=O)n(C)c(=O)n2C)n1Cc1ccccc1Cl – Dicer processing = 2.9

# (next part)
SMILES,Dicer processing
O=C(Nc1ccccc1F)C1Sc2nnc(-c3ccccc3)n2NC1c1ccccc1 (configuration not stated),3
CCOC(=O)Cc1cnc(NN=C2C3CC4CC(C3)CC2C4)s1,-0.77
Cc1cc(Sc2ccc(C(F)(F)F)cc2[N+](=O)[O-])c(Cl)cc1Cl,-0.53
FC(F)(F)c1cc(Nc2nc(-c3cc(-c4ccccc4)no3)cs2)cc(C(F)(F)F)c1,0.65
COC(=O)C1=C(C)Nc2nnnn2C1c1ccc(OCc2ccccc2)c(OC)c1 (configuration not stated),-1.3
CCOc1nc(-c2ccccc2)ccc1-c1noc(-c2ccco2)n1,-0.07
